Screens from PubChem BioAssay.
beta cell repl: inducers of MIN6 beta-cell proliferation, primary screen, ATP luminescence, uHTS; MIN6 cells proliferation, ATPlite luminescence, 48 h; cells starved in 0.2% serum; 100% = growth in 10% serum; proliferation, % at 10 µM; actives 0.29% (n = 330,000); AID 2380, 2010;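 active = compounds whose signal lies at least 3.5 SD above the mean of all wells on their plate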;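 also: 0% = DMSO-treated cells in low-serum medium and 100% = 10% serum control; some compounds called inactive have numbers as strong as hits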
UBC13 inh: UBC13 polyubiquitin chain formation inhibitors, primary screen, biochemical, TR-FRET, uHTS | inhibition, % at 20 µM | actives 0.47% (n = 330,000) | AID 485273, 2010; in the data active = inhibition above about 45%, passing the limit was not always enough
Target sequence (P61088 whole entry, looked up): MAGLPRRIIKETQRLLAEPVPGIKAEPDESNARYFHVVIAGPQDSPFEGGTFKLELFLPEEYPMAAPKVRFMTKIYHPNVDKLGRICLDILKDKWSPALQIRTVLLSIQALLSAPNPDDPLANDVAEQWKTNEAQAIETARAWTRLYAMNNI
SENP8 block-1: human SENP8 protease inhibitors, primary screen, biochemical, fluorescence, Nedd8 protein substrate, uHTS; recombinant SENP8; inhibition, % at 20 µM; actives 0.64% (n = 360,000); AID 602440, 2012; in the data active = inhibition mostly above about 40%, no sharp cut-off; inactive = mostly below about 27%
Target sequence (Q96LD8 whole entry, looked up): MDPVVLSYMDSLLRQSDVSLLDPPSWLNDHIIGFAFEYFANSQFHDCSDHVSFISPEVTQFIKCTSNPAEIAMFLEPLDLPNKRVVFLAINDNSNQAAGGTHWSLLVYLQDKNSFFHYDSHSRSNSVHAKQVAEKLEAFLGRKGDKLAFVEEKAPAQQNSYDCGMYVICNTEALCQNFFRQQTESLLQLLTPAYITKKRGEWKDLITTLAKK
SENP7 block: SENP7 protease inhibitors, primary screen, biochemical, luminescence, uHTS; recombinant SENP7, Z-RLRGG-aminoluciferin luminescence, 40 min; Sentrin-specific protease 7 (Homo sapiens), Q9BQF6; inhibition, % at 5 µM; AID 434973, 2010; actives 1.5% (n = 330,000);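 active = inhibition above about 50% at the single test dose, limit read from the data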;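 also: plate controls were DMSO with enzyme for no effect and no enzyme buffer wells for full effect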
Target sequence (Q9BQF6 706-1050 limits assumed): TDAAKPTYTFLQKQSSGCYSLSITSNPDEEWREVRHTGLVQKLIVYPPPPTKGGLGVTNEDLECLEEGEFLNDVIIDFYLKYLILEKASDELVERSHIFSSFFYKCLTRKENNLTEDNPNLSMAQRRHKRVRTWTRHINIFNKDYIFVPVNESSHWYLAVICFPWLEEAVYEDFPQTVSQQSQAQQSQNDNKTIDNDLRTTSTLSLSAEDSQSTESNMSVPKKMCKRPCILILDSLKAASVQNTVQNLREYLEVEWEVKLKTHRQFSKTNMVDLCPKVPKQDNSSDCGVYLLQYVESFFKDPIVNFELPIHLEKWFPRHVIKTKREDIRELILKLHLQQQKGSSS
HKDC1 inh: HKDC1 hexokinase inhibitors, primary screen, biochemical, fluorescence, uHTS; Q2TB90; actives 0.16% (n = 340,000); inhibition, % at 20 µM; recombinant HKDC1, G6PDH/diaphorase resazurin coupled fluorescence;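 active = inhibition above about 35% when tested at 20 µM, limit read from the data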;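 also: plate controls were DMSO wells with enzyme for no effect and DMSO wells lacking enzyme for full effect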
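Test system: recombinant HKDC1 (HK5) hexokinase enzyme, produced in-house; Amount: enzyme 5 µg/mL final; Buffer or medium: Tris pH 8.0 buffer with MgCl2, Tween-20, BSA, BME; Reagent: glucose and ATP substrates; Doses: 20 µM test compound, 1% DMSO; Incubation: 90 min reaction incubation at room temperature, dark; Detection: resorufin fluorescence at 613 nm.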
SENP1 FRET inh: human SENP1 catalytic domain inhibitors, primary screen, biochemical, FRET, uHTS; recombinant SENP1 catalytic domain, CyPet-SUMO1-YPet FRET cleavage; inhibition, % at 10 µM; actives 0.21% (n = 360,000); AID 624204, 2012;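 active = inhibition at least 30% at 10 µM, raw YFP signal under a set limit, fluorescence ratio 0.5 to 1.5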;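 also: 0% = enzyme with DMSO and 100% = no enzyme wells; some results filed as inactive read as strong as hits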
Target sequence (Q9P0U3 419-644 limits assumed): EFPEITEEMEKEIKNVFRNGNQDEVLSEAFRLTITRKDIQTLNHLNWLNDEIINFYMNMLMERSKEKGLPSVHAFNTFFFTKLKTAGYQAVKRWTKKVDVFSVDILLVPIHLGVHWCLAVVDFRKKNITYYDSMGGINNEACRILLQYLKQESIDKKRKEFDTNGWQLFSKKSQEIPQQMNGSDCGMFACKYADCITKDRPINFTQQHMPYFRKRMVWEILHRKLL
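material = recombinant human SENP1 catalytic domain, His6-tagged | quantity = 20 pM enzyme | reagent = 25 nM SUMO1 FRET substrate | compound dosing = 10 µM single point, 0.5% DMSO | timing = 50 min enzyme reaction, room temperature, light-protected | detection = FRET, CFP and YFP emission | control set = no-enzyme low, enzyme-DMSO high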
PfGluPho inh: PfG6PD enzyme inhibitors, primary screen, biochemical, fluorescence intensity, uHTS. actives 0.78% (n = 350,000). glucose-6-phosphate dehydrogenase-6-phosphogluconolactonase (Plasmodium falciparum 3D7). inhibition, % at 20 µM. PfGluPho enzyme, NADPH resazurin-diaphorase fluorescence;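 active = inhibition reaching at least a set limit at 20 µM in the primary screen, cut at about 59% in these data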;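 also: 0% = DMSO wells with substrate and 100% = DMSO wells lacking glucose-6-phosphate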
SENP6 block: SENP6 protease inhibitors, primary screen, biochemical, luminescence, uHTS | Sentrin-specific protease 6 (Homo sapiens), Q9GZR1 | Recombinant SENP6 catalytic domain, aminoluciferin luminescence | inhibition, % at 10 µM | actives 1.8% (n = 330,000) | AID 2599, 2010;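 active = inhibition above about 50% at the single tested dose, limit read from the data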;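 also: plate controls were DMSO wells with enzyme for no effect and DMSO wells lacking enzyme for full effect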
SENP8 block-2: SENP8 protease inhibitors, primary screen, biochemical, luminescence; Sentrin-specific protease 8 (Homo sapiens), Q96LD8; purified SENP8, Z-RLRGG-aminoluciferin cleavage; inhibition, % at 10 µM; actives 1.2% (n = 330,000); AID 2540, 2010; in the data active = inhibition above about 50%
The depositor's hits bear a star; · = no result given.

SMILES	beta cell repl	UBC13 inh	SENP8 block-1	SENP7 block	HKDC1 inh	SENP1 FRET inh	PfGluPho inh	SENP6 block	SENP8 block-2
CN(CC(=O)Nc1cc(Cl)ccc1Cl)C1CCS(=O)(=O)C1 (stereo not drawn)	2	13	10	-7	1	0	-3	-6	2
O=C(N/N=C/c1cccs1)c1cccnc1	0	-3	12	-1	-2	4	-8	-17	5
COc1ccccc1N(CC(=O)NC1CCCC1)C(=O)C1(C)CC(=O)N=C2C=CC(C)=CN21 (stereo not drawn)	0	10	-310	9	-7	1	-2	4	5
CCOC(=O)c1ccccc1NC(=O)c1ccc2c(SCC(=O)O)c3c(nc2c1)CCCC3	-7	-26	-13	-11	-1	-50	-38	-6	-8
O=C(NNc1nc(-c2ccc(Br)cc2)cs1)c1ccco1	-7	-9	26	10	-3	-1	8	-3	-3
Cc1ccc(C2N(c3cccc(Cl)c3)C(=O)N3CCCN23)cc1 (stereo not drawn)	-1	-4	5	-3	-3	1	20	-14	-6
O=C(CSc1nnc(CNC(=O)c2ccccc2F)o1)c1ccccc1	-3	-14	9	2	2	2	8	-6	-2
CCN(CC(=O)Nc1ccccc1C(F)(F)F)C(=O)CCc1c(C)[nH]c(=O)c(C#N)c1C	-1	1	-64	1	-1	0	-24	-9	8
COc1ccc(C(=O)NCc2ccccc2)cc1S(=O)(=O)N1CCCc2ccccc21	1	8	6	3	9	-1	-7	-10	-4
O=C(Nc1ccc2c(c1)OCO2)c1ccc(Br)c(S(=O)(=O)N2CCCC2)c1	-4	-9	17	-9	3	0	18	-13	-11
Cc1ccnc(NS(=O)(=O)c2ccc(NC(=O)CSc3nc(-c4ccccc4)cc(=O)[nH]3)cc2)n1	1	-7	-18	5	-1	-7	-37	-5	2
O=C(COC(=O)C1CC(=O)N(CCc2ccccc2)C1)c1ccc[nH]1 (stereo not drawn)	-1	-15	-3	-13	-5	-1	2	-23	-8
Cc1cccc(NC(=O)c2nc[nH]c2C(=O)N[C@@H](C)C(=O)OCc2ccccc2)c1	-8	6	8	-1	-1	-1	18	-12	2
CC12CCC(C(=O)NNc3ccc([N+](=O)[O-])cc3)(CC1=O)C2(C)C (stereo not drawn)	-5	-14	21	12	-7	1	-7	-12	-6
O=C(c1cc(-c2ccccc2Cl)on1)N1CCCC1	-3	4	9	63*	-5	1	-4	72*	57*
O=c1cc(O)c2ccc(O)cc2o1	0	-3	-156	-6	-1	-1	0	-20	-16
Cc1cccc(-c2nnc(SCC(=O)N3CCOCC3)o2)c1	0	6	9	9	-4	-1	-5	4	-2
CCn1c(C)cc(C(=O)CSc2nnc(-c3ccco3)o2)c1C	3	3	4	0	-2	0	32	-7	7
O=C1NC(=Nc2ccccc2)S/C1=C\c1cccn1-c1ccccc1	-5	-9	5	1	10	-57	-9	25	3
Cc1cc(C)c(S(=O)(=O)NCCOc2ccccc2)c(C)c1-n1cnnn1	0	-6	5	-10	-6	2	6	-17	-7
CC(CNS(=O)(=O)c1ccc(Cl)cc1)n1cncn1 (stereo not drawn)	1	4	9	-7	-4	0	3	-15	-5
COc1cc([N+](=O)[O-])ccc1NC(=O)CCCOc1ccccc1	0	4	20	-4	-1	1	7	-7	3
O=C(COC(=O)/C=C/c1ccc(F)cc1)NC1CCCCCC1	0	4	16	-1	0	1	-16	-17	-8
CC(=O)c1ccc(NC(=O)C2CCCN2S(=O)(=O)c2ccc(C)cc2)cc1 (stereo not drawn)	1	-7	24	10	0	2	2	5	-12
CC(C)CNC(=O)c1cccc(NC(=O)c2ccc(Cl)c([N+](=O)[O-])c2)c1	-3	-10	6	-3	4	2	11	-10	-8

Compound profiles (already shown). Order of values: beta cell repl | UBC13 inh | SENP8 block-1 | SENP7 block | HKDC1 inh | SENP1 FRET inh | PfGluPho inh | SENP6 block | SENP8 block-2
`CCN(CC(=O)Nc1ccccc1C(F)(F)F)C(=O)CCc1c(C)[nH]c(=O)c(C#N)c1C` in the list: -1 | 1 | -64 | 1 | -1 | 0 | -24 | -9 | 8
`O=c1cc(O)c2ccc(O)cc2o1` in the list: 0 | -3 | -156 | -6 | -1 | -1 | 0 | -20 | -16
`O=C(c1cc(-c2ccccc2Cl)on1)N1CCCC1` in the list: -3 | 4 | 9 | 63* | -5 | 1 | -4 | 72* | 57*
`CN(CC(=O)Nc1cc(Cl)ccc1Cl)C1CCS(=O)(=O)C1` (stereo not drawn) in the list: 2 | 13 | 10 | -7 | 1 | 0 | -3 | -6 | 2
`O=C(COC(=O)C1CC(=O)N(CCc2ccccc2)C1)c1ccc[nH]1` (stereo not drawn) in the list: -1 | -15 | -3 | -13 | -5 | -1 | 2 | -23 | -8

(next part)
SMILES	beta cell repl	UBC13 inh	SENP8 block-1	SENP7 block	HKDC1 inh	SENP1 FRET inh	PfGluPho inh	SENP6 block	SENP8 block-2
O=C(Nc1nnc(SCc2ccc(F)cc2)s1)c1ccc2ncsc2c1	·	·	-176	·	31	-20	-12	·	·
CCN1C(=NCCOC)N[C@@H](c2cccc(C(F)(F)F)c2)C(C(=O)OC)=C1C	-4	15	0	-4	-4	-11	-3	6	16
Cc1ccc(NC(=O)Nc2cccc3ccccc23)cc1	-3	-7	-108	7	3	1	-9	-24	-13
FC(F)(F)c1ccc(N2CCN(Cc3ccc4c(c3)OCO4)CC2)nc1	4	10	13	0	2	0	1	9	-5
CCCCn1c(N)c(N(CCC(C)C)C(=O)COC(=O)/C=C/c2ccc(F)cc2)c(=O)[nH]c1=O	-6	-12	-4	4	-7	-7	-12	22	8
CC(C)(C)OC(=O)C[C@@H]1C/C=C\C[C@H](CC(=O)N(CCO)Cc2ccccc2)C(=O)N[C@@H](Cc2ccccc2)COC1=O	0	10	4	-9	-2	1	5	-9	-1
Cc1ccc(CNC(=O)COc2ccc(C(=O)c3ccc(F)cc3)cc2)cc1	-3	9	18	-3	-10	2	-5	-1	0
CC1=N/C(=C/c2cc(Br)cc(Br)c2O)C(=O)O1	0	-2	10	2	-3	-5	-7	12	-3
COc1cc(C(=O)N/N=C/c2ccc(OC(=O)c3ccccc3Cl)c(OC)c2)ccc1O	-7	-6	2	-13	-8	4	28	2	-13
COc1cc2cnc(CCCC#N)cc2cc1OC	-2	-12	-1	-6	3	2	12	0	-7
COC(=O)c1cc(Br)c(=O)n(Cc2ccc(OC)c(OC)c2)c1	-1	-2	5	1	-12	-1	-28	0	-4
CCOC(=O)Cn1c(=O)c(-c2cc(Br)ccc2N)nc2ccccc21	-5	-75	40	6	5	86*	1	-4	-2
O=C(O)CCN1C(=O)c2ccc(Oc3ccc([N+](=O)[O-])cc3)cc2C1=O	2	-6	8	-3	-6	2	-13	-13	-1
CCN1CCCC1CNC(=O)C(=O)NC(C)C (stereo not drawn)	-1	18	18	0	-4	2	-26	-14	-2
COc1ccc2nc(N(CCN(C)C)C(=O)/C=C/c3cccs3)sc2c1	1	24	11	4	1	2	13	-10	-3
COC(=O)c1ccc(NC(=O)COC(=O)C2CCC2)cc1	4	-4	13	-6	0	1	-11	-19	-10
COc1ccc2nc3sc(C(=O)NCCCN4CCc5ccccc5C4)cc3cc2c1	-4	11	-218	8	7	-59	34	13	-2
Cc1c(C(=O)O)oc2ccc(S(=O)(=O)N3CCC(C)CC3)cc12	-2	-7	13	3	-5	-1	-40	-3	-2
COc1cc(-c2nnn(CC(=O)NC3CCS(=O)(=O)C3)n2)ccc1OCc1ccccc1 (stereo not drawn)	-2	-5	20	-6	9	0	-5	-11	-9
COC(=O)c1ccc2c(=O)n(CCCCCC(=O)NCc3ccccc3)c(=O)[nH]c2c1	-3	4	-187	2	-4	-2	-6	-11	0
C/C(=N\NC(=O)Cn1nnc2ccccc21)c1ccco1	-1	2	12	11	-5	1	-20	-3	-1
COc1cccc(C(=O)N2CCCN(C)CC2)c1OC	-1	6	1	2	-4	-3	-14	5	-7
Cc1ccc2c(Cn3cc(C(F)(F)F)cc(Cl)c3=O)cc(=O)oc2c1	-1	-4	·	-2	·	·	·	-24	-5
CCOc1ccsc1C(=O)NNC(=O)c1ccco1	-2	3	6	-5	-7	0	3	1	1
Cc1cccc(-n2ccnc2CN2CCN(C(C)C)C(CCO)C2)c1 (stereo not drawn)	1	2	9	-1	-4	0	-9	17	4
Next section:
SMILES	beta cell repl	UBC13 inh	SENP8 block-1	SENP7 block	HKDC1 inh	SENP1 FRET inh	PfGluPho inh	SENP6 block	SENP8 block-2
O=C(O)c1ccc(-n2cccc2)cc1O	1	-10	-2	-3	0	0	-15	-6	-20
COc1ccc(CCNC(=O)C2CCN(S(=O)(=O)c3ccc(NC(C)=O)cc3)CC2)cc1OC	-1	6	23	2	0	0	-1	-17	-4
Cc1ccnc(NC(=O)C2CCN(S(=O)(=O)c3ccc(C)c(C)c3)CC2)c1	1	-2	2	-10	-1	1	1	-10	4
COCCN=C1N[C@@H](c2ccc(Br)cc2)C(C(=O)OC)=C(C)N1Cc1ccccc1	-9	41	10	3	-2	-3	-6	14	-1
COc1ccc(OC)c(NS(=O)(=O)c2cc(OC)ccc2OC)c1	-3	-5	9	13	-6	4	5	-9	-11
COc1ccc(C(=O)Nc2ccc(C)cc2C(=O)c2ccccc2)c(OC)c1	-5	-6	33	12	-3	4	-11	-16	-7
CCN(CC)S(=O)(=O)c1ccc2nc(COC(=O)c3n[nH]c4ccccc34)[nH]c2c1	-3	-4	9	-3	-2	-10	-3	-7	3
CN(C)S(=O)(=O)c1cccc(C(=O)N2CCN(Cc3ccccc3)CC2)c1	-3	-10	33	-3	-1	1	-5	-6	-9
COc1ccc(NC(=O)c2ccc(S(=O)(=O)N3CC(C)OC(C)C3)cc2)cc1 (stereo not drawn)	-4	-6	10	5	0	1	-10	0	0
COc1ccc(CC(=O)NCc2cccc(CNC(=O)Cc3ccc(OC)c(OC)c3)c2)cc1OC	1	-3	10	0	1	2	-6	17	-5
c1ccc(Cc2nn3c(Cn4cnc5ccccc54)nnc3s2)cc1	-2	2	-2	-4	-4	1	39	-14	-10
CCOC(=O)C(=O)C1=CN(Cc2ccccc2)C=C(C#N)C1	-1	-17	-12	6	3	-37	0	26	5
O=C(CSc1ncccn1)NC1CCCc2ccccc21 (stereo not drawn)	-1	-3	10	5	-9	1	10	-16	-3
O=C(Nc1nnc(-c2ccccc2SCc2ccccc2)s1)Nc1ccccc1F	-5	-11	-52	2	-5	1	-10	-18	-3
Cc1cc2oc(=O)cc(CN(C)Cc3cccc(F)c3)c2cc1C	-3	-5	11	6	1	0	-1	-23	-3
COc1ccc(N(CC(=O)NC2CCCC2)C(=O)Cn2nnc(-c3ccc(C)cc3)n2)cc1OC	1	-8	9	-6	-11	1	-1	-3	-8
CCOC(=O)c1cc([N+](=O)[O-])sc1NC(=O)CC	-5	0	27	-9	-6	0	1	5	3
CCc1ccc(C(=O)COC(=O)C(CCSC)NC(=O)C23CC4CC(CC(C4)C2)C3)cc1 (stereo not drawn)	1	2	13	-4	-3	2	5	-4	-2
CCN(CC)S(=O)(=O)c1ccc(NC(=S)Nc2ccccc2)cc1	-4	-4	22	-9	-5	-1	0	-43	-7
